CHO-K1 Ca PAM – nonselective calcium activators in parental CHO-K1 cells, primary screen, counter-screen for M1 PAM project, cell-based, Fluo-8 calcium fluorescence, full deck, 1536-well; actives 0.02% (n = 360,000); activation, % at 3 µM; ATP EC20; 0% at ATP EC20, 100% at ATP max;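 active = activation above the run cutoff, the mean activation of all test compounds plus 3 SD, cut at about 40% in these data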;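 also: peak over basal fluorescence ratio in a 140 s read after ATP addition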
CHO-K1 Ca ag – counter-screen for M1 agonists: effect in parental CHO-K1 cells; actives 0.48% (n = 360,000); Fluo-8 calcium fluorescence; scaled to maximal ATP response, vehicle zero; activation, % at 3 µM; in the data active = activation above about 15%;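 also: untransfected CHO-K1 host cells lacking M1 receptor as counterscreen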
OXTR agonist – human OXTR agonists, primary screen, fluorescence, CHO-OTR cells, Fluo-8 calcium | Oxytocin receptor (Homo sapiens), P30559 | Fluo-8 calcium fluorescence; normalized: DMSO 0%, oxytocin 100% | activation, % at 3 µM | actives 0.32% (n = 320,000);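 active = activation above the mean of all tested compounds plus 3 SD, cutoff set per screening run, cut at about 20% in these data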;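 also: peak over basal fluorescence ratio from a 100 s FLIPR kinetic read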
Target sequence (P30559 whole entry, looked up): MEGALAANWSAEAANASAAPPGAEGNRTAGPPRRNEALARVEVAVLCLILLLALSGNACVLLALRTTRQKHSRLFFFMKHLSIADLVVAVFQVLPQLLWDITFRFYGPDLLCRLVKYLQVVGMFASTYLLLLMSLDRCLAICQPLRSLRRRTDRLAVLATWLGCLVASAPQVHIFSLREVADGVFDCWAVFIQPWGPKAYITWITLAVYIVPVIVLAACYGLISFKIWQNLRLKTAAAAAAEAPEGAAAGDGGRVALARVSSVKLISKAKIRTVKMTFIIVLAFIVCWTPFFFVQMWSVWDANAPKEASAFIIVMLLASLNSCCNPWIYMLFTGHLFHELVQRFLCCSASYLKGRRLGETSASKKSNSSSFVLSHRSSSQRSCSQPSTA
OXTR potentiate – human OXTR potentiators, primary screen, fluorescence, CHO-OTR cells, Fluo-8 calcium | Oxytocin receptor (Homo sapiens), P30559 | Fluo-8 calcium fluorescence, potentiator mode; 0% = oxytocin EC15, 100% = EC100 | activation, % at 3 µM | actives 0.061% (n = 320,000) | AID 2445, 2010;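 active = activation above that plate's cutoff, the mean activation of tested compounds plus 3 SD, cut at about 6.6% in these data, passing the limit was not always enough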;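 also: 100% uses oxytocin at 75 nM as the full agonist control; some results filed as inactive read as strong as hits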
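System: human OTR in CHO cells / Also added: sub-maximal oxytocin, roughly EC15 / Control set: EC15 oxytocin low, 75 nM oxytocin high / Schedule: 6 min compound pre-incubation at room temperature, 100 s kinetic read / Compound: single-point 3.0 µM / Replication: singlicate / Technique: Fluo-8 calcium dye fluorescence / Read-out basis: % activation of max/min ratio relative to oxytocin controls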
GPR7 antagonist – GPR7 receptor antagonists, primary screen, cell-based, fluorescence, single concentration | Neuropeptides B/W receptor type 1 (Homo sapiens), P48145 | GPR7-expressing cells, fluorescence antagonist assay | inhibition, % at 4.4 µM | actives 1.1% (n = 290,000) | AID 1861, 2009; in the data active = inhibition above about 16%, passing the limit was not always enough;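 also: cells stimulated with the agonist NPW; 0% = agonist with vehicle and 100% = vehicle without agonist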
Target sequence (P48145 whole entry, looked up): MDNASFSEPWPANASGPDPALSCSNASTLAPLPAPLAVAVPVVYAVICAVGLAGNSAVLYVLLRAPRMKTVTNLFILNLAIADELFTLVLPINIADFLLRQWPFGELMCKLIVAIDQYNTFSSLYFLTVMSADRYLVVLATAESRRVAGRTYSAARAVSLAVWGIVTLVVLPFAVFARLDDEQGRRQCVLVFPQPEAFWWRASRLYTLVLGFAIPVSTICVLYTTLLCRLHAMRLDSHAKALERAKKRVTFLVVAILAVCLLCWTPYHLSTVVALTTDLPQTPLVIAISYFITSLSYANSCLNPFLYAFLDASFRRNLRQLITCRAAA
CHO-K1 Ca antag – counter-screen for M1 antagonists: effect in parental CHO-K1 cells; inhibition, % at 3 µM; AID 602250; ATP-induced calcium, Fluo-8 fluorescence; actives 0.6% (n = 360,000);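 active = inhibition above a per-plate cutoff, the plate's mean sample inhibition plus 3 SD, cut at about 24% in these data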;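 also: 0% = DMSO plus EC80 ATP and 100% = DMSO alone without ATP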
TAAR1 antag – human TAAR1 antagonists, primary screen, Fluo-8 calcium fluorescence, CHO RD-HGA16 cells; actives 1.5% (n = 360,000); antagonist; Trace amine-associated receptor 1 (Homo sapiens), Q96RJ0; inhibition, % at 3 µM; AID 624466, 2012;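 active = inhibition above a per-plate cutoff, the mean inhibition of test compounds on that plate plus 3 SD, cut at about 49% in these data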;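 also: 0% = DMSO plus EC80 beta-PEA response and 100% = DMSO alone without agonist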
Target sequence (Q96RJ0 whole entry, looked up): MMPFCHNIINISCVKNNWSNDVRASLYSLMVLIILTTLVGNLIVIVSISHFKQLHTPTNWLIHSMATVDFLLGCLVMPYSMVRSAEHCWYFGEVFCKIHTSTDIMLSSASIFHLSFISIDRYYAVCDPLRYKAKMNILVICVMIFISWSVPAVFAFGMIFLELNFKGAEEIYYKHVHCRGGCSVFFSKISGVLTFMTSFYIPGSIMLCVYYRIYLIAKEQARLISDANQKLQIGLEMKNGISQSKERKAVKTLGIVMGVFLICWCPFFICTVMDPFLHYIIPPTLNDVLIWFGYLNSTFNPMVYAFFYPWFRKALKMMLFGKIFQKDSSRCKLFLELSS
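Material: CHO RD-HGA16 cells bearing hTAAR1; compound dosing: one-point dosing, 3 µM nominal final; schedule: dye loading 75 min at 37 °C, then 30 min room temperature; measured by: calcium fluorescence with Fluo-8; control set: vehicle and agonist controls; replication: n of 1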
CHO parental Ca – ATP-evoked calcium signal inhibitors, parental CHO, primary screen, counter-screen for OX1R antagonist project, cell-based, fluorescence, Fluo-8 calcium dye. parental CHO-K1, ATP-induced calcium, Fluo-8 fluorescence. inhibition, % at 5.6 µM. actives 0.63% (n = 330,000). AID 463079, 2010;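 active = inhibition above that plate's mean sample inhibition plus 3 SD, cut at about 26% in these data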;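 also: 0% = ATP-challenged DMSO wells and 100% = DMSO wells without ATP; some compounds past the cut are filed as inactive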
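Measured by: calcium-sensitive Fluo-8 fluorescence / Test system: CHO parental line / Controls: ATP-challenged DMSO wells low, unchallenged DMSO wells high / Measure: % inhibition / Compound: single nominal dose of 5.6 µM per compound / Replicates: single well per compound, no replicates / Reagent: ATP as calcium-mobilizing challenge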
V1R ag counter – agonists of human V1a receptor, primary screen, counter-screen for OXTR agonist project, fluorescence, CHO-V1R cells | Fluo-8 calcium fluorescence, agonist mode; 0% DMSO, 100% 3 nM vasopressin | actives 0.25% (n = 320,000) | Vasopressin V1a receptor (Homo sapiens), P37288 | AID 2797, 2010 | activation, % at 3 µM;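 active = activation above the mean activation of all tested compounds plus 3 SD, per screening run, cut at about 20% in these data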;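 also: signal is peak over basal fluorescence ratio across a 100 second FLIPR read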
Starred values were filed as active, the others as inactive; / = not tested or not shown.

The line under a structure holds: CHO-K1 Ca PAM | CHO-K1 Ca ag | OXTR agonist | OXTR potentiate | GPR7 antagonist | CHO-K1 Ca antag | TAAR1 antag | CHO parental Ca | V1R ag counter
- O=C(NN=C1CCC(=NNC(=O)c2ccccn2)CC1)c1ccccn1
 : 16 | 1.1 | / | / | 8 | 4 | 17 | / | /
- c1ccc(CCc2nc(-c3ccccn3)no2)cc1
 : 6 | 0.9 | 0.2 | -3 | -7 | -20 | -2 | -14 | 12
- Cc1nc2sc(C(c3cccc(F)c3)N3CCN(C(=O)c4ccco4)CC3)c(O)n2n1 (stereo unspecified)
 : -3 | -0.2 | -0.1 | -6 | -13 | 1 | 12 | -1 | -0.7
- O=C(Oc1cccc(C(=S)N2CCCCC2)c1)c1ccccc1
 : 2 | 0.7 | -2.0 | -9 | -10 | 2 | 16 | 18 | -0.9
- COCCNC(=O)Cc1cn(C)c2ccccc12
 : 19 | -0.1 | 1.6 | -1 | -2 | -8 | -6 | -2 | 0.3
- COc1ccc([N+](=O)[O-])cc1NC(=O)Cc1ccc(C)cc1
 : 9 | 0.1 | -1.8 | -1 | -6 | -5 | -13 | -2 | -1.1
- COc1ccc(NC(=S)N2CCC(c3nc4ccccc4o3)CC2)c(OC)c1
 : 2 | -0.1 | 0.1 | 1 | -8 | -13 | -6 | -24 | 0.1
- COc1ccc(/C=N/Nc2cc(N3CCOCC3)nc(C)n2)c(OC)c1
 : -8 | 1.1 | -1.6 | -2 | -23 | -8 | -18 | -15 | 0.8
- CCN1C(=O)[C@H]2[C@@H](c3ccc(C)cc3)N3C(=O)N(c4ccc(C)cc4)C(=O)[C@@]3(CC)[C@H]2C1=O
 : -8 | -0.5 | 0.0 | 1 | / | 3 | 10 | -9 | 0.1
- Cc1ccc(Cl)cc1N1CCN(S(=O)(=O)c2ccc3c(c2)NC(=O)C(C)C(=O)N3)CC1 (stereo unspecified)
 : 18 | 0.7 | -0.8 | -4 | 16 | -1 | 28 | -6 | -0.8
- CCN1CCN(c2ccc(S(=O)(=O)N3CCCCC3)cc2NC(=O)CC(NC(C)=O)c2ccccc2)CC1 (stereo unspecified)
 : 8 | 0.7 | 0.2 | 1 | / | 0 | -11 | -12 | 0.1
- CCOC(=O)CSc1nn(-c2ccccc2)c(=S)s1
 : -7 | -0.3 | -2.0 | -14 | -4 | 16 | -10 | -22 | -1.0
- Cn1c(SCc2cccnc2)nc2c(c1=O)SCC2
 : 15 | 0.8 | 0.3 | -4 | 1 | -11 | -17 | 1 | -0.2
- O=C(NCC(c1ccco1)N1CCN(c2ccccc2)CC1)C(=O)NC1CCCC1 (stereo unspecified)
 : 9 | 2.2 | -1.1 | -4 | / | -13 | -40 | -37 | 0.0
- Cc1ccc(OCC(=O)Nc2ccc(S(=O)(=O)NC3=NCCCCC3)cc2)cc1
 : 18 | 3.5 | / | / | / | -15 | 10 | / | /
- COc1ccc(NC(=O)CN(C)S(=O)(=O)c2ccc3c(c2)c(=O)n(C)c(=O)n3C)cc1
 : -14 | 0.6 | 0.8 | -1 | -12 | -11 | -3 | -4 | 0.5
- CCOC(=O)c1c[nH]c2nc(C)ccc2c1=O
 : -3 | 0.6 | 0.9 | -13 | -3 | -12 | 1 | 5 | 0.1
- CC1=C(C(=O)OCC2CCCO2)C(c2ccc(Cl)cc2)NC(=O)N1 (stereo unspecified)
 : -6 | 2.9 | 0.6 | -2 | -5 | -2 | 4 | -5 | 1.2
- Cn1c(=O)c2[nH]c(SCCN3CCCCC3)nc2n(C)c1=S
 : 6 | 0.3 | / | / | / | -9 | -8 | / | /
- Cc1cccc(OCc2nnc(SCCC(=O)O)n2-c2ccccc2)c1
 : -17 | 0.0 | -0.5 | -13 | -12 | 14 | 6 | -5 | -0.3
- CCCCOc1cccc(C2(C(=O)O)CCCC2)c1
 : 19 | 0.2 | 0.2 | -8 | -10 | -4 | 8 | -20 | 0.8
- CCN(CC)CCn1c(C)nc2c(sc3nc4c(cc32)COC(C)(C)C4)c1=O
 : / | / | -0.6 | -10 | -3 | / | / | -7 | 1.8
- N#CCCn1cc(C(=O)Nc2ccccc2Br)c(-c2cc3ccccc3o2)n1
 : 21 | 1.7 | 0.8 | -10 | 0 | -14 | 6 | -17 | 0.9
- CC(=O)Oc1ccc(OC(C)=O)c(SCCCCCN2CCOCC2)c1
 : 8 | 0.8 | 1.0 | 2 | 12 | -7 | 1 | -2 | 0.3
- CCc1nc2c(OCc3ccc(OC)cc3)cccn2c1N(C)C(=O)c1ccncc1
 : -10 | -0.1 | / | / | / | 8 | -23 | / | /
- O=C(CSc1ccccc1)N1CCN(S(=O)(=O)c2ccccc2)CC1
 : 13 | 1.4 | 0.1 | -7 | 3 | -15 | 10 | -7 | 1.3
- CC(=O)Nc1cccc(C(=O)OC(C(=O)c2ccc(C)c(C)c2)c2ccccc2)c1 (stereo unspecified)
 : 13 | 2.0 | 1.1 | -6 | -16 | -10 | 17 | -11 | 2.2
- COc1ccc(S(=O)(=O)Cc2ccc(C(=O)NCC(OC)OC)o2)cc1
 : 12 | 2.8 | -0.4 | -19 | 10 | -12 | -18 | 1 | 0.4
- CC(Oc1cc2oc(=O)c3c(c2cc1Cl)CCC3)C(=O)NCCN1CCOCC1 (stereo unspecified)
 : -9 | 0.7 | 0.0 | 1 | 5 | -11 | -18 | -25 | -0.5
- N#CCC(=O)Nc1ccc(C(=O)OCC(=O)N(Cc2ccccc2)C2CCS(=O)(=O)C2)cc1 (stereo unspecified)
 : 16 | 14 | 1.8 | -1 | -11 | -9 | -3 | 4 | 1.6
- COc1ccc(NS(=O)(=O)c2ccc(N3CCCCC3)c(NC(=O)C(C)NC(N)=O)c2)cc1 (stereo unspecified)
 : 13 | 1.2 | 1.0 | -1 | / | -10 | 1 | -24 | 1.5
- COc1ccccc1CCNC(=O)Cc1cccs1
 : 8 | 0.0 | 0.3 | 0 | 10 | -10 | -13 | -2 | -0.8
- Cc1ccc(C)c(N2N=C(C(=O)O)CCC2=O)c1
 : 19 | 0.4 | 0.0 | -5 | -6 | -18 | 3 | 10 | -0.1
- COC(=O)c1ccc(NC(=O)CSc2nnc(C)n2-c2ccccc2)cc1
 : 5 | -0.1 | 0.1 | 1 | 6 | -6 | 12 | -9 | -0.5
- Cc1ccc(C)c(NC(=O)C(C)N2C(=O)c3ccccc3C2=O)c1 (stereo unspecified)
 : 19 | 0.1 | -0.3 | -4 | -8 | -2 | -2 | -8 | 0.0
- CCCC1(c2ccccc2)NC(=O)N(CC(=O)N2CC(=O)Nc3ccccc32)C1=O (stereo unspecified)
 : 2 | 0.7 | -0.2 | -4 | / | -2 | -14 | -23 | 0.7
- Cc1cccc(N2C(=O)C3CC3C2=O)c1 (stereo unspecified)
 : 11 | 1.0 | -0.4 | -5 | -5 | 3 | -9 | -12 | 0.3
- COc1ccc(C2C(C(=O)Nc3cc(OC)c(OC)c(OC)c3)c3ccccc3C(=O)N2C)cc1OC (stereo unspecified)
 : -11 | -0.1 | -0.2 | 3 | 2 | -12 | 13 | -20 | 0.6
- COc1ccc(C(C)=O)cc1CN1C(=O)NC2(CCCCCC2)C1=O
 : 6 | -0.3 | -0.6 | -2 | -7 | -2 | 3 | -21 | 0.1
- CN(N)c1nc(-c2ccccc2)nnc1C(F)(F)F
 : 10 | -0.2 | -0.7 | -9 | 5 | -3 | 8 | 10 | -1.6
- O=C(c1ccco1)N1CCN(C(=O)c2cc(-c3ccc(F)cc3)no2)CC1
 : -2 | 2.9 | 2.1 | -4 | -8 | -18 | -24 | -4 | 2.1
- Cc1ccc(-c2nn(Cc3ccccc3)cc2/C=C/C(=O)O)cc1C
 : -7 | 0.4 | 1.7 | -22 | 3 | 10 | 11 | 4 | 4.2
- Cc1cc(N2CCN(C(=O)c3ccoc3)CC2)n2nc(-c3ccccc3)cc2n1
 : 2 | 3.3 | / | / | / | 5 | 3 | / | /
- CN(C)S(=O)(=O)N1CCN(C(=O)N2CCCCC2)CC1
 : 3 | 0.4 | 1.6 | -1 | -12 | -19 | -17 | -2 | 1.4
- Cc1cc(N)n2nc(C(F)(F)F)nc2n1
 : 6 | 0.2 | 1.0 | -3 | -2 | -1 | -15 | -1 | 0.5

An excerpt taken from the entries so far:
The line under a structure holds: CHO-K1 Ca PAM | CHO-K1 Ca ag | OXTR agonist | OXTR potentiate | GPR7 antagonist | CHO-K1 Ca antag | TAAR1 antag | CHO parental Ca | V1R ag counter
- COc1ccc(NS(=O)(=O)c2ccc(N3CCCCC3)c(NC(=O)C(C)NC(N)=O)c2)cc1 (stereo unspecified)
 : 13 | 1.2 | 1.0 | -1 | / | -10 | 1 | -24 | 1.5
- COc1ccccc1CCNC(=O)Cc1cccs1
 : 8 | 0.0 | 0.3 | 0 | 10 | -10 | -13 | -2 | -0.8

(cont.)
The line under a structure holds: CHO-K1 Ca PAM | CHO-K1 Ca ag | OXTR agonist | OXTR potentiate | GPR7 antagonist | CHO-K1 Ca antag | TAAR1 antag | CHO parental Ca | V1R ag counter
- Cc1nc([N+](=O)[O-])cn1CC(=O)Nc1ccc2c(c1)OCO2
 : -9 | 0.5 | 0.3 | -6 | -6 | 4 | 11 | 4 | 0.0
- O=C(O)CCCC(=O)Nc1ccc2c(c1)oc1ccccc12
 : 9 | 0.1 | / | / | -15 | -5 | -8 | / | /
- C[C@@H]1Cn2cnc(C(=O)Nc3ccc(CNC(=O)OC(C)(C)C)cc3)c2C(=O)N1
 : 19 | 0.5 | / | / | / | -18 | 14 | / | /
- COc1ccccc1OCC(O)Cn1c(=N)n(CCN2CCCCC2)c2ccccc21 (stereo unspecified)
 : -7 | 0.1 | -0.7 | 5 | 25* | 13 | 13 | -12 | 0.5
- O=C(Nc1ccccc1Cl)NC1(C(=O)N2CCCCC2)CCCCC1
 : 5 | 0.5 | 0.4 | 1 | -6 | -2 | 1 | -15 | -0.3
- Cc1cc(C)c(OCC(=O)N(Cc2ccccc2)C2CCS(=O)(=O)C2)c(C)c1 (stereo unspecified)
 : 12 | 1.6 | 0.8 | -6 | 1 | -7 | -2 | -21 | 2.3
- O=C1CCC(C(=O)Nc2ccc([N+](=O)[O-])cc2)N1 (stereo unspecified)
 : 1 | 0.2 | -0.8 | -6 | / | -10 | -3 | 2 | 0.5

Compound activity deposited in PubChem by The Scripps Research Institute Molecular Screening Center.
